Assay outcomes deposited in PubChem by National Center for Advancing Translational Sciences (NCATS).
D2 ag = agonists of human D2 dopamine receptor; 340,000 tested, 0.53% active; activation, % at 2 µM; HEK293 T-REx D2 cells, calcium flux agonist mode; AID 485358;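 active = activation over 3 SD above normal in the single-dose calcium agonist read, cut at about 30% in these data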; also: 0% is about no effect
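Agonism scored from kinetic calcium signal (1 read/sec, 180 s) following compound pin transfer, after a 10 s baseline. Cells: HEK293 Trex line expressing inducible D2 receptor coupled to calcium, dye-loaded after overnight culture at 30 C.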
D1 PAM = potentiators of human D1 dopamine receptor; P21728; potentiation, % at 10 µM; 360,000 tested, 0.036% active; HEK293 TREx D1 cells, calcium flux, dopamine EC20 potentiation; in the data active = potentiation above about 30%; also: 0% is about no effect
Target sequence (P21728 whole entry, looked up): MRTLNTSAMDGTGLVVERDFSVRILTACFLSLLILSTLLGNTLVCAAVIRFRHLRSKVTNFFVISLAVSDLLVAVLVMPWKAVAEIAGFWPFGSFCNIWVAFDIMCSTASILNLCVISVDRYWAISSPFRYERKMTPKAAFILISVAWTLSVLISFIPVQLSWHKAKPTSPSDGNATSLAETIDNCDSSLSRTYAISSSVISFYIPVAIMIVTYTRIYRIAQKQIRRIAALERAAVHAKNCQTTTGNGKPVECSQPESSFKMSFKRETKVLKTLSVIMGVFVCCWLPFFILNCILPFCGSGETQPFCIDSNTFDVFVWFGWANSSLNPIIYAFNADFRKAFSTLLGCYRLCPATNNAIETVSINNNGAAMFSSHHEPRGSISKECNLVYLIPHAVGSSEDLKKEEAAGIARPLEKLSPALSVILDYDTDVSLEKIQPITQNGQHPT
D1 ag = human D1 receptor agonism; activation, % at 2 µM; HEK293 T-REx D1 cells, calcium flux, agonist mode; AID 504660; P21728; 360,000 tested, 1% active; also: 0% is about no effect
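Tetracycline-induced HEK293 TREx D1 cells, force-coupled to calcium signalling, were dye-loaded with a no-wash calcium kit. Compound was pin-added after a 10 s baseline. Fluorescence was read kinetically at 1 cycle/s for 180 s, with calcium rises flagged as agonism.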
RXFP1 antagonist = blocks the human relaxin receptor RXFP1. HEK293-RXFP1, relaxin-stimulated cAMP HTRF, 30 min; hits give low values. activity change, negative = inhibition, % at 57.5 µM. Q9HBX9. AID 1259400. 350,000 tested, 0.59% active;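 active = activity change of -60% or lower, but not beyond a set lower limit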; also: % is scaled to controls: 0 for no effect and ±100 for the full control effect
D1 antag = human D1 dopamine receptor antagonism; HEK293 TREx D1 cells, calcium flux, dopamine EC80; hits give low values; 360,000 tested, 3.2% active; P21728; activity change, negative = inhibition, % at 10 µM; AID 504652; in the data active = activity change below about -30%; also: % is scaled to controls: 0 for no effect and ±100 for the full control effect
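Kinetic fluorescence of a calcium dye serves as the read-out. D1-expressing Hek293 Trex cells, induced overnight at 30 C, are exposed to compound for 180 s before an EC80 dopamine addition, then read 180 s further.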
D2 antagonist = D2 dopamine receptor (human) antagonism. P14416. HEK293 TREx D2 cells, calcium flux, dopamine EC80. inhibition, % at 10 µM. 340,000 tested, 2% active; in the data active = inhibition above about 30%; also: 0% is about no effect
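Calcium flux kinetic readout in an inducible HEK293 TREx D2 line plated overnight at 30 C. After 180 s compound exposure, an EC80 dopamine challenge follows with another 180 s kinetic read to detect antagonism.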
TRHR PAM = allosterically enhances the human TRH receptor. P34981. 360,000 tested, 0.66% active. enhancement, % at 2 µM. TRHR cells, fluo-8 calcium fluorescence, EC20 TRH enhancement; in the data active = enhancement above about 30%; also: 0% is about no effect
Target sequence (P34981 whole entry, looked up): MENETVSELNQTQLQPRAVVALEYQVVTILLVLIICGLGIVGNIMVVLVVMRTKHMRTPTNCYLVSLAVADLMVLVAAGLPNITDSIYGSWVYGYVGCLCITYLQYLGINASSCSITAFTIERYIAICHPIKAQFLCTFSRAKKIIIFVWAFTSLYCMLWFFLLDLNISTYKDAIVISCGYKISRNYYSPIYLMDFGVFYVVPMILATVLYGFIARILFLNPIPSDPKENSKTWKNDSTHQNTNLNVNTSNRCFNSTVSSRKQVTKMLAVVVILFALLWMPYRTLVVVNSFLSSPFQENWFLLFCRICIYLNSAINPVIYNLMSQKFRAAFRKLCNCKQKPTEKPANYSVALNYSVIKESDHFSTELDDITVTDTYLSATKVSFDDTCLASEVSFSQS
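TRHR-expressing cells loaded with fluo-8 calcium dye were read kinetically (ex 480/em 530) during compound addition, then stimulated with an EC20 of TRH (10 nM final). Enhancement of the Gq-mediated intracellular calcium response was scored.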
D2 potentiator = positive allosteric modulators of human D2 dopamine receptor. P14416. HEK293 T-REx D2, calcium flux, EC20 dopamine potentiation. potentiation, % at 10 µM. 340,000 tested, 0.34% active;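 active = potentiation over 3 SD above the plate norm, cut at about 30% in these data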; also: 0% is about no effect
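Tetracycline-induced HEK293 T-REx cells force-coupled to calcium signalling expressed D2; compounds were pin-added after a 10 s baseline, read kinetically 180 s, then an EC20 dopamine challenge followed with a further 180 s calcium read.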
TRHR agonist = agonists of human TRH receptor | AID 493084 | P34981 | activation, % at 2 µM | TRHR cells, calcium flux fluo-8, FDSS agonist mode | 360,000 tested, 0.18% active; also: 0% is about no effect
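Agonist-mode FDSS calcium read (Ex 480/Em 530, 1 s cycles) in 1536-well TRHR cells with fluo-8 dye, after 10-cycle baseline and 23 nL compound addition; TRH at EC20 (10 nM final) added afterwards for the enhancer phase.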
Active calls of the source: *; & = joins results of further samples. Rule as the data show it, unless noted: active = activation above about 30%; inactive = the rest.

A first look:
How did Cc1cccn2c(=O)c(C(=O)NCCc3ccccc3)cnc12 do in these assays?
D1 PAM: -3; D1 ag: 1; RXFP1 antagonist: -3; D1 antag: 22; TRHR PAM: -5; D2 potentiator: -17; TRHR agonist: 0.4

Results for CC(C)CN1C(=O)c2ccc(C(=O)Nc3c[nH]c(=O)[nH]c3=O)cc2C1=O ?
D2 ag: 0.0; D1 PAM: 1; D1 ag: 2; RXFP1 antagonist: -9; D1 antag: 36; D2 antagonist: -12; TRHR PAM: 3; D2 potentiator: 3; TRHR agonist: 0.2

What do the screens show for `CC(C)C[C@H](NC(=O)Nc1ccc(Oc2ccccc2)cc1)C(=O)O`?
D2 ag: 1.1; D1 PAM: 0; D1 ag: 1; RXFP1 antagonist: 1; D1 antag: 7; D2 antagonist: 0; TRHR PAM: 1; D2 potentiator: -3; TRHR agonist: -0.1

The list itself, previewed entries included:
How did Cc1cccn2c(=O)c(C(=O)NCCc3ccccc3)cnc12 do in these assays?
D1 PAM: -3; D1 ag: 1; RXFP1 antagonist: -3; D1 antag: 22; TRHR PAM: -5; D2 potentiator: -17; TRHR agonist: 0.4

Results for CC(C)CN1C(=O)c2ccc(C(=O)Nc3c[nH]c(=O)[nH]c3=O)cc2C1=O ?
D2 ag: 0.0; D1 PAM: 1; D1 ag: 2; RXFP1 antagonist: -9; D1 antag: 36; D2 antagonist: -12; TRHR PAM: 3; D2 potentiator: 3; TRHR agonist: 0.2

What do the screens show for `CC(C)C[C@H](NC(=O)Nc1ccc(Oc2ccccc2)cc1)C(=O)O`?
D2 ag: 1.1; D1 PAM: 0; D1 ag: 1; RXFP1 antagonist: 1; D1 antag: 7; D2 antagonist: 0; TRHR PAM: 1; D2 potentiator: -3; TRHR agonist: -0.1

What do the screens show for `COc1ccc(Nc2nc3ccc(C)cc3n3cnnc23)cc1Cl`?
D1 PAM: -8; D1 ag: 0; D1 antag: -1; TRHR PAM: -5; TRHR agonist: -0.4

How did CCOC(=O)N/N=C/c1ccc(C)o1 do in these assays?
D2 ag: 0.5; D1 PAM: -3; D1 ag: 1; RXFP1 antagonist: 7; D1 antag: 6; D2 antagonist: -5; TRHR PAM: 10; D2 potentiator: -5; TRHR agonist: 0.0

What do the screens show for `COc1cccc(CNC(=O)CCNS(=O)(=O)c2ccc3c(c2)oc(=O)n3C)c1`?
D2 ag: -2.5&0.6; D1 PAM: -5&4; D1 ag: 3&1; RXFP1 antagonist: 4&6; D1 antag: 2&-3; D2 antagonist: -4; TRHR PAM: 20&1; D2 potentiator: -7&16; TRHR agonist: 0.3&0.0

Results for COc1ccc(NC(=O)c2ccc(NC(=O)c3cccs3)cc2)cc1 ?
D2 ag: 0.6; D1 PAM: -2; D1 ag: 5; RXFP1 antagonist: -15; D1 antag: -17; D2 antagonist: -4; TRHR PAM: 7; D2 potentiator: -2; TRHR agonist: 0.7

How did Cc1ccc(S(=O)(=O)N/N=C/c2cccc3nccnc23)cc1 do in these assays?
D1 PAM: 1; D1 ag: 3; RXFP1 antagonist: -7; D1 antag: 8; TRHR PAM: 5; TRHR agonist: -0.6

What do the screens show for `COc1ccc(/C=C(\NC(=O)c2ccc([N+](=O)[O-])cc2)C(=O)NCCN2CCOCC2)cc1`?
D2 ag: -0.7; D1 PAM: 5; D1 ag: 5; RXFP1 antagonist: 1; D1 antag: 8; D2 antagonist: 20; TRHR PAM: 1; D2 potentiator: 8; TRHR agonist: -0.3

What do the screens show for `C/C(=N\Nc1cccc(Cl)c1)c1ccncc1`?
D2 ag: -0.6; D1 PAM: -8; D1 ag: 1; RXFP1 antagonist: 4; D1 antag: -13; D2 antagonist: 3; TRHR PAM: 4; D2 potentiator: -2; TRHR agonist: -0.3

What do the screens show for `O=C(COC(=O)C1CC(O)CN1S(=O)(=O)c1ccc(Cl)cc1)c1ccccc1Cl` (stereo not drawn)?
D2 ag: -0.3; D1 PAM: -3; D1 ag: 2; RXFP1 antagonist: -2; D1 antag: 0; D2 antagonist: 20; TRHR PAM: -3; D2 potentiator: -2; TRHR agonist: -0.5

Results for NC(=O)Nc1ccc(C(=O)OCC(=O)NCc2ccc3c(c2)OCO3)cc1 ?
D2 ag: 0.5; D1 PAM: 6; D1 ag: 1; RXFP1 antagonist: -3; D1 antag: 26; D2 antagonist: 9; TRHR PAM: 5; D2 potentiator: 6; TRHR agonist: 0.5

How did O=C(NC12CC3CC(CC(C3)C1)C2)N1CCC(n2nnc3ccccc32)CC1 do in these assays?
D2 ag: -1.2; D1 PAM: -5; D1 ag: 3; RXFP1 antagonist: -14; D1 antag: -11; D2 antagonist: 3; TRHR PAM: 17; D2 potentiator: -4; TRHR agonist: -0.5

How did CCC(=O)N1CCN(c2ccc(NC(=O)c3ccco3)cc2)CC1 do in these assays?
D2 ag: -0.4; D1 PAM: 0; D1 ag: 5; RXFP1 antagonist: -3; D1 antag: 5; D2 antagonist: 15; TRHR PAM: -4; D2 potentiator: -3; TRHR agonist: 0.7

What do the screens show for `CCC(=O)Nc1cc2c(cc1C(C)=O)OCCO2`?
D2 ag: 0.2; D1 PAM: -4; D1 ag: -1; RXFP1 antagonist: 3; D1 antag: 0; D2 antagonist: 1; TRHR PAM: -1; D2 potentiator: 6; TRHR agonist: -0.2

How did COc1ccccc1CN(C)C(=O)C(NC(=O)Cc1cccc2ccccc12)C(C)C (stereo not drawn) do in these assays?
D2 ag: -0.9; D1 PAM: 2; D1 ag: 1; RXFP1 antagonist: -2; D1 antag: 18; D2 antagonist: -7; TRHR PAM: -1; D2 potentiator: 1; TRHR agonist: -1.0

Results for CC(C)C[C@H](NC(=O)N1CCn2c1nc1ccccc12)C(=O)N[C@H](Cc1ccccc1)C(=O)O ?
D2 ag: -0.3; D1 PAM: -1; D1 ag: 1; D1 antag: -7; D2 antagonist: 17; TRHR PAM: 14; D2 potentiator: 2; TRHR agonist: 0.2

What do the screens show for `O=C(CCN1CCCCO1)N1CCCC(Nc2cccc(F)c2)C1` (stereo not drawn)?
D2 ag: -0.1; D1 PAM: 0; D1 ag: 0; RXFP1 antagonist: 0; D1 antag: -5; D2 antagonist: -22; TRHR PAM: 6; D2 potentiator: -6; TRHR agonist: 0.1

Results for COc1ccc2oc(=O)c(C(=O)N3CCCC3)cc2c1 ?
D2 ag: 0.3; D1 PAM: 2; D1 ag: 2; RXFP1 antagonist: -1; D1 antag: 10; D2 antagonist: -8; TRHR PAM: 24; D2 potentiator: 4; TRHR agonist: 0.2

What do the screens show for `COC(=O)C1=COC(OC2OC(CO)C(O)C(O)C2O)C2C1C=CC2(O)CO` (stereo not drawn)?
D1 PAM: -9; D1 ag: 2; D1 antag: 6; TRHR PAM: -6; TRHR agonist: -0.2

What do the screens show for `Cc1ccc(C(=O)C(C)OC(=O)CCN=C2NS(=O)(=O)c3ccccc32)cc1` (stereo not drawn)?
D2 ag: 0.1; D1 PAM: -6; D1 ag: 17; RXFP1 antagonist: 1; D1 antag: -39*; D2 antagonist: 5; TRHR PAM: -5; D2 potentiator: 6; TRHR agonist: -0.5

What do the screens show for `CCOC(=O)CNC(=O)N1CCCC(C(=O)c2cccc(Cl)c2)C1` (stereo not drawn)?
D2 ag: 0.8; D1 PAM: -3; D1 ag: 0; RXFP1 antagonist: 0; D1 antag: -6; D2 antagonist: -5; TRHR PAM: 1; D2 potentiator: 5; TRHR agonist: 0.1

How did CCC(O)(CC)C(=O)NN(C(=O)Nc1csc2c1CCCC2)c1ccccc1 do in these assays?
D2 ag: -1.3; D1 PAM: 1; D1 ag: 0; RXFP1 antagonist: 3; D1 antag: -2; D2 antagonist: -3; TRHR PAM: 0; D2 potentiator: 3; TRHR agonist: -0.7

What do the screens show for `O=C(O)C1C2C=CC(O2)C1C(=O)Nc1ccc(S(=O)(=O)N2CCc3ccccc32)cc1` (stereo not drawn)?
D2 ag: -0.4; D1 PAM: 0; D1 ag: 4; RXFP1 antagonist: 3; D1 antag: -4; D2 antagonist: 7; TRHR PAM: -6; D2 potentiator: 6; TRHR agonist: 0.2

How did CCCC[n+]1ccn(-c2nc3ccccc3nc2[N-]S(=O)(=O)c2ccc(C)cc2)c1 do in these assays?
D2 ag: -0.8; D1 PAM: 0; D1 ag: -1; RXFP1 antagonist: 8; D1 antag: 1; D2 antagonist: 15; TRHR PAM: 1; D2 potentiator: -5; TRHR agonist: 0.1

What do the screens show for `CCCN1Cc2cccc(C(=O)Nc3cc(Cl)ccc3C)c2C1=O`?
D2 ag: 0.1; D1 PAM: -2; D1 ag: 0; RXFP1 antagonist: -20; D1 antag: -6; TRHR PAM: -6; D2 potentiator: -1; TRHR agonist: -0.2

Results for CN1CCC(N(C)C(=O)/C(C#N)=C/c2ccccc2)CC1 ?
D2 ag: 1.8; D1 PAM: -5; D1 ag: 3; RXFP1 antagonist: -1; D1 antag: -4; D2 antagonist: -3; TRHR PAM: 4; D2 potentiator: 3; TRHR agonist: 3.9

How did Cc1c(C)c2ccc(OS(C)(=O)=O)c(C)c2oc1=O do in these assays?
D2 ag: 3.4; D1 PAM: -5; D1 ag: -1; RXFP1 antagonist: 22; D1 antag: 6; D2 antagonist: 25; TRHR PAM: 4; D2 potentiator: 13; TRHR agonist: -1.5

Results for CCOc1ccc(NC(=S)N2CCC(NC(=O)c3ccco3)CC2)cc1 ?
D2 ag: -0.5; D1 PAM: -4; D1 ag: 0; RXFP1 antagonist: -12; D1 antag: 1; D2 antagonist: -3; TRHR PAM: 0; D2 potentiator: -9; TRHR agonist: -0.4

What do the screens show for `Cc1ccc2nc(-c3ccc(Br)o3)oc(=O)c2c1`?
D2 ag: 0.3; D1 PAM: -7; D1 ag: 1; RXFP1 antagonist: -5; D1 antag: -13; D2 antagonist: 11; TRHR PAM: 3; D2 potentiator: 5; TRHR agonist: -0.3

How did CCOCCCNC(=S)Nc1ccc(S(N)(=O)=O)cc1 do in these assays?
D2 ag: 1.1; D1 PAM: 4; D1 ag: 1; RXFP1 antagonist: -8; D1 antag: -14; D2 antagonist: 0; TRHR PAM: 2; D2 potentiator: 10; TRHR agonist: -0.3

How did Cc1ccc(N2C(=O)N(CC(=O)NC(N)=O)C(=O)C2C)cc1 (stereo not drawn) do in these assays?
D2 ag: 0.4; D1 PAM: 6; D1 ag: 5; RXFP1 antagonist: 3; D1 antag: 1; D2 antagonist: 0; TRHR PAM: 1; D2 potentiator: 4; TRHR agonist: -0.2

What do the screens show for `O=C(OCC(=O)N1CCc2ccccc21)c1cccnc1`?
D2 ag: 0.1; D1 PAM: -11; D1 ag: 2; RXFP1 antagonist: -14; D1 antag: -8; D2 antagonist: -10; TRHR PAM: -1; D2 potentiator: -14; TRHR agonist: -0.2

Results for CCOCCCN1CC(C(=O)NCCc2ccc(C)cc2)CC1=O (stereo not drawn) ?
D2 ag: 0.4; D1 PAM: -2; D1 ag: 3; RXFP1 antagonist: 11; D1 antag: -14; D2 antagonist: -4; TRHR PAM: -4; D2 potentiator: 12; TRHR agonist: -0.1
